H9c2 TAG inh: inhibitors of triacylglycerol accumulation, primary screen, cell-based, uHTS, fluorescence, H9c2. AID 651582, 2012. H9c2 cells, Nile Red lipid (TAG) fluorescence; cells loaded with 200 µM oleic acid. hit rate 0.66% among 230,000. inhibition, % at 12.5 µM;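 active = pattern-corrected inhibition of lipid staining of at least 50% with the nuclear-stain viability signal not falling by more than 50%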;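 note: 0% = DMSO wells and 100% = triacsin C control wells; some results filed as inactive read as strong as hits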
H9c2 TAG inh DAPI viability: second read-out of H9c2 TAG inh, no call of its own (marks repeat the call); DAPI nuclei signal change (viability), lower = more cytotoxic, %;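 whole-well DAPI fluorescence read on a plate reader as a viability signal; minus 50 percent equals half of cells still viable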
Numbers without * were called inactive. Not all compounds are listed; rates above refer to the full screens.

SMILES | H9c2 TAG inh | H9c2 TAG inh DAPI viability
COC(=O)c1c(NC(=S)Nc2ccc(C(=O)N3CCOCC3)cc2)sc2c1CCC2 | 7 | 2
O=C(C[n+]1ccccc1)N/N=C/c1ccccc1Cl | -6 | -9
O=C(Nn1cnc2ccccc2c1=O)c1ccccc1 | -4 | 8
COc1ccc(-c2nnc(NC(=O)c3ccc(S(=O)(=O)N4CCCc5ccccc54)cc3)o2)cc1 | -10 | 3
Cc1ccc(C)c(OCCC(=O)OCC(=O)Nc2cccnc2Cl)c1 | 0 | 7
C[C@@H]1CCC(=O)N(CC[C@H](Oc2ccccc2)c2ccccc2)CC1 | -21 | 2
O=C(Nc1cccc(-c2cn3ccccc3n2)c1)c1cnccn1 | 28 | -10
Cc1cccc2sc(N(CCCN(C)C)C(=O)c3ccc(S(=O)(=O)N4CCc5ccccc5C4)cc3)nc12 | 17 | -18
CCn1ccnc1CN1CCCC(CO)(Cc2cccc(OC)c2)C1 (centres undefined) | 0 | -10
CCNC(=O)C1CCCN(Cc2cc(C(F)(F)F)ccc2Cl)CC1 (centres undefined) | -27 | 2
CC(=O)Nc1cccc(-c2cn3ccccc3n2)c1 | 12 | -14
CC(=O)N1CCN(CC(C)(C)NS(=O)(=O)c2ccc(C)cc2)CC1 | -3 | 0
COc1ccc(OC)c(NC(=O)Nc2nc(C(N)CCc3ccccc3)cs2)c1 (centres undefined) | 103 | -56
Cc1cc(O)ccc1N1C(=O)c2cccc3cc([N+](=O)[O-])cc(c23)C1=O | -5 | 9
Clc1ccc(-n2nnc(-c3ncc[nH]3)n2)cc1Cl | 5 | 3
CC(C)(C)NC(=O)NC(=O)CSc1nncs1 | 11 | -11
CCCn1c(Nc2nc3ccccc3n2C)nc2ccccc21 | 151 | -87
COC(=O)CCCC1=CC2=CC(=O)C(C)(OC(=O)c3cccs3)C(=O)C2=CN1C1CCCCC1 (centres undefined) | -8 | 3
O=C(CSc1nnc(-c2ccncc2)o1)Nc1ccccc1C(F)(F)F | 1 | 2
COc1cc2ccccc2cc1C(=O)NC(=S)Nc1cc(C(=O)O)ccc1C | 10 | -2
Cc1[nH]nc(-c2ccc(OCc3cnn(-c4ccccc4)c3)cc2O)c1Oc1ccc(Cl)cc1 | -28 | 5
Cc1cc(Cl)c(S(=O)(=O)N2CC(C)OC(C)C2)cc1OCC(N)=O (centres undefined) | -20 | 14
COCCN1C(=O)c2ccccc2C(C(=O)NCCCN2CCCC2=O)C1c1c[nH]c2ccccc12 (centres undefined) | 3 | 6
CC(C)(C)OC(=O)N1CCC[C@H]1C(=O)OCC(=O)Nc1cc(S(C)(=O)=O)ccc1Cl | 12 | 4
Cc1cc(N2CCOCC2)n2nc(C)c(-c3ccccc3)c2n1 | 60* | -8.1*
CN(C)C(=O)CCc1ccc2c3c([nH]c2c1)[C@]1(CCc2ccccc2)[C@@H](C(=O)N2CCCCC2)C[C@H](CC(=O)NC(C)(C)C)C(=O)N1CC3 | -18 | 1
O=C(OCc1nc2ccccc2[n+]([O-])c1C(=O)c1ccccc1)c1ccco1 | 6 | -5
CCOc1ccc(NC(=O)c2ccccc2OC)cc1 | -10 | 1
O=C(NCC(=O)N1CCCC1)c1ccc(Cl)cc1 | -4 | -2
Cc1c(NC(=O)CN2C(=O)C(=O)c3ccccc32)c(=O)n(-c2ccccc2)n1C | 3 | -6
O=C(COC(=O)CSc1ccc(F)cc1)NCCCc1ccccc1 | 2 | 8
Cc1cccc(NC(=O)CSCC(=O)Nc2cc(S(=O)(=O)N3CCOCC3)ccc2OC(C)C)c1 | 9 | 0
CCCn1c(C2CCCN2c2nc(-c3cccc(Br)c3)cs2)nc2cc(Cl)c(Cl)cc21 (centres undefined) | -12 | -35
CN1CCN(c2ccc(Cl)cc2NC(=O)C2COc3ccccc3O2)CC1 (centres undefined) | -8 | 13
O=C(Nc1c[nH]c(=O)[nH]c1=O)c1ccccc1Br | 15 | -9
CC(C)(C)C(=O)Nc1ccnn1C1CCN(C(=O)c2cccc(Cl)c2)CC1 | 13 | -5
CCCCn1c(N)c(N(CC(C)C)C(=O)COC(=O)Cc2cccc(OC)c2)c(=O)[nH]c1=O | 2 | 5
C[C@H]1NC(=O)[C@]2(C)[C@@H](c3ccccc3)[C@H]3COc4ccccc4[C@@H]3N2C1=O | -2 | 0
O=C(C[C@H]1C(=O)N(c2ccc(F)c(F)c2)C[C@@H]1Cc1ccccc1)Nc1ccccc1 | 6 | -8
O=C(COC(=O)Cc1ccccc1F)Nc1ccccc1[N+](=O)[O-] | 2 | -2
COC(=O)[C@]1(C)N[C@H](CN(C)C(=O)c2ccc(C)cc2)[C@@H]2C(=O)N(C)C(=O)[C@@H]21 | 5 | 1
COc1ccc(-n2ncc3c(SCC(=O)OC(C)C)ncnc32)cc1 | -8 | 2
Cc1cccc(C)c1OCC(=O)Nn1c(=O)[nH]c2ccccc2c1=O | -18 | 9
O=C(COc1coc(CN2CCc3ccccc32)cc1=O)NCCc1ccccc1 | -15 | 8
Cc1occc1-c1nnc(SCC(=O)Nc2ccccc2-c2ccccc2)n1C | 10 | -8

A section from the list above, as a working copy:
SMILES | H9c2 TAG inh | H9c2 TAG inh DAPI viability
O=C(COC(=O)Cc1ccccc1F)Nc1ccccc1[N+](=O)[O-] | 2 | -2
COC(=O)[C@]1(C)N[C@H](CN(C)C(=O)c2ccc(C)cc2)[C@@H]2C(=O)N(C)C(=O)[C@@H]21 | 5 | 1
COc1ccc(-n2ncc3c(SCC(=O)OC(C)C)ncnc32)cc1 | -8 | 2
Cc1cccc(C)c1OCC(=O)Nn1c(=O)[nH]c2ccccc2c1=O | -18 | 9
O=C(COc1coc(CN2CCc3ccccc32)cc1=O)NCCc1ccccc1 | -15 | 8
Cc1occc1-c1nnc(SCC(=O)Nc2ccccc2-c2ccccc2)n1C | 10 | -8

Next section.
SMILES | H9c2 TAG inh | H9c2 TAG inh DAPI viability
Cc1ccc(C)c(S(=O)(=O)N2CCN(C(=O)c3ccc(N4CCCC4)c([N+](=O)[O-])c3)CC2)c1 | -22 | 2
CN(C)c1ccc(-c2ccc3c(=O)c4ccccc4n(C)c3c2)cn1 | 2 | 4
OC1(c2ccccc2)CCN(Cc2ccccc2)C2CCCCC21 (centres undefined) | -13 | 14
CCNC(=O)C1(C)CCCN1C(=O)c1c(F)cccc1F (centres undefined) | -3 | 1
Cc1cccc(N(Cc2ccccc2)C(=O)c2cc(S(=O)(=O)N3CCOCC3)ccc2Cl)c1 | 3 | -6
CC(=O)Nc1ccc(S(=O)(=O)N(CCCN2CCOCC2)Cc2cccs2)cc1 | -7 | 4
O=C(NNC(=O)C1CCC1)c1ccc(Cl)cc1 | -13 | -1
COc1ccccc1CNC(=O)CC1Sc2ccccc2NC1=O (centres undefined) | -4 | 0
CCN(CC)C(=S)SSC(=S)N(CC)CC | 49 | -19
Cc1ccc(/C=N/NC(=O)NN(C)c2ncc(C(F)(F)F)cc2Cl)cc1 | 2 | -8
O=C1c2oc3ccc(Cl)cc3c(=O)c2C(c2cccc(Br)c2)N1CCO (centres undefined) | 7 | -7
CCOC(=O)C1=C(C)N(C)C(=S)N(C)C1c1ccc(OC)cc1 (centres undefined) | 5 | -10
Cc1cc(C)nc(N2CCN(c3ccc(F)cc3)CC2)n1 | -13 | -10
CC(C)(C)c1ccc(S(=O)(=O)NC(=O)C2(C)CCN2C(=O)Cc2cccc3ccccc23)cc1 (centres undefined) | 1 | 4
O=C(O)COc1ccccc1/C=N/NC(=O)C(O)c1ccccc1 (centres undefined) | 7 | 3
C=CCc1cccc2cc(C(=O)NCCOC)c(=O)oc12 | 2 | 7
CC(C)CN1CCN(Cc2cc(F)ccc2-n2cccn2)CC1CCO (centres undefined) | -22 | -2
CC1(c2nnc(Cc3ccccc3)o2)CC(c2ccccc2[N+](=O)[O-])=NO1 (centres undefined) | 8 | -3
COc1cccc(CNC(=O)COC(=O)CCCNC(=O)c2ccc(Cl)cc2)c1 | -7 | 0
CCN1C(=O)C(CC(=O)Nc2ccc(F)cc2)N(Cc2cccs2)C1=S (centres undefined) | -13 | -8
CC1CNC(=S)N(c2ccccc2)C1=O (centres undefined) | -5 | 5
CCc1ccc(Nc2cc(C)nc3ncnn23)cc1 | -7 | -3
Cc1ccc2oc(C(=O)N3CCN(CCO)CC3)c(C)c2c1 | -5 | 4
O=S1(=O)[C@H]2C[C@@H]3C=C[C@@]2(CN1Cc1ccc(F)cc1)O3 | 5 | -6
C/C(=N\NC(=O)Cn1nc(C)cc1C)c1ccc([N+](=O)[O-])cc1 | -3 | -3
CC(C)Cn1c(N)c(C(=O)COC(=O)c2ccc(O)cc2)c(=O)n(C)c1=O | -11 | -2
COc1ccc2c(=O)c3c(=O)n(Cc4ccccc4)c(C(C)C)nc3oc2c1 | -25 | 18
CC(C)Oc1cc(F)ccc1-c1cc(C(=O)NCc2ccccn2)[nH]n1 | -19 | -7
CCCC1(C)SC(NC(C)=O)=NN1C(C)=O (centres undefined) | -19 | -4
O=C(CSc1nc2ccccc2s1)Nc1ccc(N2CCOCC2)c(Cl)c1 | -23 | 9
O=C(OCC(=O)N1CCc2ccccc2C1)c1cc(=O)[nH]c2ccccc12 | 4 | 3
O=C(Nc1ccc(F)cc1)NC1CCN(Cc2c(F)cccc2Cl)CC1 | -4 | 2
Cc1ccc2cc3cc(C(=O)N4CCCCC4C)oc3nc2c1 (centres undefined) | 10 | 8
CC(C)n1c(=O)[nH]c2cc(C(=O)Nc3ccccc3)ccc21 | 19 | -15
Cc1cc(NC(=O)C2C3C(=O)N(c4cccnc4)C(C(=O)NC(C)(C)C)C34C=CC2(C)O4)no1 (centres undefined) | -6 | 1
Cc1cc(C(=O)N2CCC(Cc3ccccc3)CC2)c(C)o1 | 6 | -9
COc1cc(NC(=O)CCC(=O)N2CCN(S(=O)(=O)c3ccc(C)cc3)CC2)cc(OC)c1 | 25 | -26
Cc1cc(S(=O)(=O)Nc2nc(CN3CCOCC3)nc3sc4c(c23)CCCC4)ccc1F | -4 | 4
C[C@H]1CN([C@@H](C)CO)C(=O)CCCn2nncc2CO[C@@H]1CN(C)Cc1ccc(Oc2ccccc2)cc1 | 4 | -5
Cc1ccc(CN2CC(C(=O)Nc3ccc4c(C)cc(=O)oc4c3)CC2=O)cc1 (centres undefined) | 10 | -5
O=C(c1cc(F)c(F)cc1Cl)N1CCCc2ccccc21 | -4 | -3
CC(=O)NCc1cc(-c2nn(C)c(=O)c3ccccc23)ccc1C | -2 | 22
CCOC(=O)N1CCN(C(=O)c2ccc3c(=O)n(Cc4ccc(OC)cc4)c(=S)[nH]c3c2)CC1 | 8 | -10
Cc1ccccc1NC(=O)N(CCc1nc2ccccc2[nH]1)Cc1ccccc1 | 10 | -7
COc1ccc(OC)c(S(=O)(=O)NC(=O)C2(C)CCN2C(=O)Cc2ccccc2)c1 (centres undefined) | 9 | -1

Reprinted from the part before: 3 entries, followed by the next part.
SMILES | H9c2 TAG inh | H9c2 TAG inh DAPI viability
CCOC(=O)N1CCN(C(=O)c2ccc3c(=O)n(Cc4ccc(OC)cc4)c(=S)[nH]c3c2)CC1 | 8 | -10
Cc1ccccc1NC(=O)N(CCc1nc2ccccc2[nH]1)Cc1ccccc1 | 10 | -7
COc1ccc(OC)c(S(=O)(=O)NC(=O)C2(C)CCN2C(=O)Cc2ccccc2)c1 (centres undefined) | 9 | -1
Cc1nc(C)c(C(=O)Nc2ccccc2)s1 | -1 | -5
O=C(NCc1ccccn1)C1(C(F)(F)F)C/C(=C\CCO)CCCO1 (centres undefined) | -10 | 5
Cc1ccc(N=C2NC(=O)C(CC(=O)NCc3ccccc3)S2)cc1C (centres undefined) | 12 | -3
NC(=S)NNc1cccc(Cl)c1 | -4 | -1
COc1ccc(-c2nnn(CC(=O)N(CCCO)C(C(=O)NC3CCCC3)c3ccc(F)cc3)n2)cc1 (centres undefined) | 5 | -1
Cc1ccc(-c2nn3c(C)nnc3s2)cc1NC(=O)C(C)C | -6 | -6
CCOC(=O)N1CCC(NC(=S)Nc2ccc3nc(N4CCN(C)CC4)cc(C)c3c2)CC1 | 8 | 6
CCOC(=O)c1c(NC(=O)CSc2nnc(-c3ccco3)o2)sc(C)c1C | -17 | -7
CC(C)N(Cc1cc2ccccc2[nH]c1=O)C(=O)c1cccnc1 | 1 | -2
COc1coc(C(O)CN)cc1=O (centres undefined) | -6 | 0
CCCn1c(SCC(=O)C(C)(C)C)nc2ccccc21 | -16 | 8
CC1CCCN(c2cc(N(C)CCO)c([N+](=O)[O-])c3nonc23)C1 (centres undefined) | -1 | -6
CC1CCN(S(=O)(=O)c2ccc(NC(=O)CCN3C(=O)C4CC=CCC4C3=O)cc2)CC1 (centres undefined) | 8 | 29

Filtered by structure, the entries above with a thiophene ring, fused or not.
SMILES | H9c2 TAG inh | H9c2 TAG inh DAPI viability
COC(=O)c1c(NC(=S)Nc2ccc(C(=O)N3CCOCC3)cc2)sc2c1CCC2 | 7 | 2
COC(=O)CCCC1=CC2=CC(=O)C(C)(OC(=O)c3cccs3)C(=O)C2=CN1C1CCCCC1 (centres undefined) | -8 | 3
CC(=O)Nc1ccc(S(=O)(=O)N(CCCN2CCOCC2)Cc2cccs2)cc1 | -7 | 4
CCN1C(=O)C(CC(=O)Nc2ccc(F)cc2)N(Cc2cccs2)C1=S (centres undefined) | -13 | -8
Cc1cc(S(=O)(=O)Nc2nc(CN3CCOCC3)nc3sc4c(c23)CCCC4)ccc1F | -4 | 4
CCOC(=O)c1c(NC(=O)CSc2nnc(-c3ccco3)o2)sc(C)c1C | -17 | -7

Assay outcomes deposited in PubChem BioAssay by Sanford-Burnham Center for Chemical Genomics.
